ASM inhibitor = inhibitors of human secretory acid sphingomyelinase; P17405; placental ASM, HMU-PC fluorogenic substrate, 60 min; Potency, µM (series often up to 57.5 µM), for the others: top-dose activity change, negative = inhibition, actives largely listed as inhibitors; 340,000 tested, 0.006% active; AID 504937; also: potency is read from the fitted curve at half-maximal effect
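qHTS format. ASM enzyme prepared from human placenta hydrolyses the fluorogenic substrate HMU-PC0 (9 uM final) over 60 min at 37 °C after a 10 min compound preincubation.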
Menin MLL FP TR = inhibitors of human menin-MLL interaction, mutant MLL peptide; O00255; Menin + Texas Red MLL mutant peptide, fluorescence polarization; Potency, µM (top dose mostly 61.6 µM), without a hit: top-dose FP activity change, negative = inhibition, most hits filed as inhibitors; 270,000 tested, 0.23% active; active = well fitted inhibition curve with a large enough effect in the polarisation, with a control signal flat, not every such curve was filed as active; inconclusive = small, poorly fitted or top-dose-only effect, or effect the other way, or a change in a side signal; inactive = no such curve, though single readings can be large or run the other way; the % refers to the polarisation; also: potency is read from the fitted curve at half-maximal effect; % of control where 0% means no effect; many of its hits are not listed in these tables
Target sequence (O00255 whole entry, looked up): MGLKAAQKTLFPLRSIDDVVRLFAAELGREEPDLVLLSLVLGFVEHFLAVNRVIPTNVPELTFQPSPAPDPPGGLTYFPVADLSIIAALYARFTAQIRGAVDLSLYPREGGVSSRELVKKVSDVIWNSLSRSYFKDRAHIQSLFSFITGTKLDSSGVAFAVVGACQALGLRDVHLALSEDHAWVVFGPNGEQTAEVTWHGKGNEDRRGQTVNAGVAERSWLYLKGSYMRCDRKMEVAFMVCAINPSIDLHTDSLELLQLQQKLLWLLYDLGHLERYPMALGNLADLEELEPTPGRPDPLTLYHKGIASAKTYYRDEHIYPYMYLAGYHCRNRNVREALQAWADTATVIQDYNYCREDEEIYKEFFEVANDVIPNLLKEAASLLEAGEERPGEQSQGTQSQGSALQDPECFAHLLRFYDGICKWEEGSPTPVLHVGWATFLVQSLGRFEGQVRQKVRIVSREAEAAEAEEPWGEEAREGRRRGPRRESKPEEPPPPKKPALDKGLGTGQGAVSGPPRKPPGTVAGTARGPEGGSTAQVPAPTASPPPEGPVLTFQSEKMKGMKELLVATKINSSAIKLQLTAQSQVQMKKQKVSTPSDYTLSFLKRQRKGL
Mito fusion act = mitochondrial division inhibition or fusion activation. S. cerevisiae fusion-defective mutant growth rescue, CellTiterGlo 48 h. Potency, µM (doses to about 46.1 µM), for the others: at the top dose growth rescue (activation), usual class: activators. 320,000 tested, 0.23% active;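 also: potency is read from the fitted curve at half-maximal effect; % of control where 0% means no effect; nearly all actives have a fitted effect of over 45% in size; temperature-sensitive fusion mutants such as fzo1-1 at 37 °C on non-fermentable ethanol glycerol medium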
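Yeast fusion mutant, YPEG (non-fermentable carbon), compound, 48 h at 37C non-permissive; CellTiterGlo added, 10 min RT, luminescence read. Rescued growth = division inhibition.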
PTAP TSG101 blk = blocks PTAP/TSG101 interaction to inhibit HIV-1 budding | Potency, µM (series often up to 115 µM), for the others: at the top dose activity change, negative = inhibition, most hits filed as inhibitors | Q99816 | Fluorescence polarization, FITC-PTAP peptide / Tsg101 binding | 340,000 tested, under 10 active; active = well fitted inhibition curve with a large enough effect in the main read-out, with a control signal flat, not every such curve was filed as active; inconclusive = small, poorly fitted or top-dose-only effect, or effect the other way, or a change in a side signal; inactive = no such curve, though single readings can be large or run the other way; also: potency is read from the fitted curve at half-maximal effect; % of control where 0% means no effect
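Fluorescence polarization binding of Tsg101 binding domain (10 uM final) to FITC-labeled PTAP peptide (50 nM final) in HEPES pH 7.5 buffer with NaCl, Tween 20, EDTA, TCEP. Compounds added before peptide; binding 20 min at RT.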
TCR activator = activators of T cell receptors; Potency, µM (highest dose often 9.22 µM), without a hit: top-dose activation of IL-2 secretion, hits mostly activators; primary human leukocytes, anti-CD3, IL-2 HTRF, 48 h; 330,000 tested, under 10 active; also: % of control where 0% means no effect
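Readout: HTRF IL-2, Eu-cryptate/d2 antibody pair, 320nm excitation, 665nm emission. Stimulus: a-CD3 beads, no co-stimulation. Cells: primary human leukocytes. Exposure: 48 hr with compound.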
CXXC DNA block = blocks binding of human MLL CXXC domain to DNA; MLL-CXXC / FITC-HOXA9 DNA fluorescence polarization; Potency, µM (doses to about 115 µM), for the others: at the top dose activity change, negative = inhibition, most hits filed as inhibitors; Q03164; AID 2662; 290,000 tested, 0.037% active; active = well fitted inhibition curve with a large enough effect in the polarisation, with a control signal flat, not every such curve was filed as active; inconclusive = small, poorly fitted or top-dose-only effect, or effect the other way, or a change in a side signal; inactive = no such curve, though single readings can be large or run the other way; the % refers to the polarisation; also: potency is read from the fitted curve at half-maximal effect
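Purified MLL-CXXC (added from a 7 uM solution) was preincubated 5 min at ambient with pinned compounds in 50 mM Tris-HCl pH 7.5, 50 mM NaCl, 1 mM DTT, 0.05% BSA. Fluorescein-labeled HOX-A9 DNA (50 nM solution) followed, 30 min, then polarization read.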
TSHR antag = human thyrotropin receptor antagonism. P16473. TSHR-expressing cells, TSH-stimulated cAMP HTRF, 2 h; hits give low values. activity change, negative = inhibition, % at 11.5 µM. 330,000 tested, 0.2% active. AID 504810;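 active = activity change below a set negative limit, meaning inhibition stronger than a set level, cut at about -70% in these data; inconclusive = activity change between two set negative limits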; also: % is scaled to controls: 0 for no effect and ±100 for the full control effect
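Inhibition of cAMP made by TSHR-expressing cells under TSH stimulation (4nM final, EC80; 2 h, 37 deg C) is quantified with a one-step lysis HTRF kit, anti-cAMP cryptate versus cAMP-d2.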
a7 integrin act = activates integrin-mediated alleviation for muscular dystrophy; Potency, µM (titrated, usually from 38.3 µM), for the others: top-dose activation, most hits filed as activators; AID 624291; alpha7betagal myoblasts, beta-gal FDG fluorescence, 48 h; 350,000 tested, 0.064% active;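 also: potency is read from the fitted curve at half-maximal effect; 100% = response of the positive control SU9516; nearly all actives have a fitted effect of over 60% in size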
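Alpha7betagal+/- myoblasts (passage 13) were plated 16-24 hr, then exposed to compounds (1:260 dilution of DMSO stock) for 48 hours at 37C. After MPER lysis, β-galactosidase reporter activity was read as FDG fluorescence (ex 480/em 540) after 30 minutes.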
A-T KAP1 phos = potential ataxia-telangiectasia treatment. 320,000 tested, 0.19% active. Potency, µM (series often up to 57.5 µM), without a hit: at the top dose activation, hits mostly activators. AID 485349. […] A-T fibroblasts, KAP-1 phosphorylation AlphaLISA; neocarzinostatin DNA damage 30 min before lysis; also: potency is read from the fitted curve at half-maximal effect; % of control where 0% means no effect; nearly all actives have a fitted effect of over 45% in size
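ATM-like activity read as KAP-1 phosphorylation via AlphaLISA donor/acceptor antibody pairs after lysis and 6 hr at 25C. Cells were ATM-null patient fibroblasts ([…], hTERT), dosed 60 min, then exposed to the DSB inducer NCS for 30 min.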
MBNL1-CUG inh = blocks human MBNL1 binding to CUG repeat RNA; AID 2675; TR-FRET MBNL1-His/biotin-(CUG)12 binding, 665/545 ratio; Potency, µM (titrated, usually from 57.5 µM), for inactives: top-dose activity change, negative = inhibition, most hits filed as inhibitors; 280,000 tested, 0.036% active; Q9NR56; active = well fitted inhibition curve with a large enough effect in the signal ratio, with a control signal flat, not every such curve was filed as active; inconclusive = small, poorly fitted or top-dose-only effect, or effect the other way, or a change in a side signal; inactive = no such curve, though single readings can be large or run the other way; the % refers to the signal ratio; also: potency is read from the fitted curve at half-maximal effect; % is scaled to controls: 0 for no effect and ±100 for the full control effect
Target sequence (Q9NR56 whole entry, looked up): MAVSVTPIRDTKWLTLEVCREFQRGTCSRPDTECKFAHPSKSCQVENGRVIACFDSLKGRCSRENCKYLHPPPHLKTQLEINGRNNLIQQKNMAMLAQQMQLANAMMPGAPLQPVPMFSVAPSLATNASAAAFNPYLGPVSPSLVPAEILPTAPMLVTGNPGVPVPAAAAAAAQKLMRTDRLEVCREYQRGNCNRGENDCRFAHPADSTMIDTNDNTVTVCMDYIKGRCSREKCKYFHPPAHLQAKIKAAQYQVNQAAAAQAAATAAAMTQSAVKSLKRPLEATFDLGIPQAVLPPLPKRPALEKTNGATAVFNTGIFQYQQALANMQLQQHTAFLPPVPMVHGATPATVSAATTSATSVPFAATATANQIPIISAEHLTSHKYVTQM
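Inhibition of protein-RNA binding appears as loss of TR-FRET between terbium anti-His antibody on MBNL1-His and streptavidin-XL665 on biotin-(CUG)12. Activity is normalized to buffer-only and uninhibited-complex controls.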
The depositor's hits bear a star; ? = inconclusive; nt = no result given; & = joins results of further samples; [ ] = remark or other dose. Unless noted, calls follow the shape of the dose curve; as a rule, active = well fitted curve in the direction sought with a large enough effect; inconclusive = small, poorly fitted or top-dose-only effect, or another doubt; inactive = no such curve, though single readings can be large; an effect the other way counts as inactive or inconclusive. A portion of the library; rates above refer to the full screens.

compound	CXXC DNA block	Menin MLL FP TR	TSHR antag	TCR activator	Mito fusion act	MBNL1-CUG inh	PTAP TSG101 blk	ASM inhibitor	A-T KAP1 phos	a7 integrin act
COc1cc(NC(=O)CN(C)S(=O)(=O)c2ccc3c(c2)CCC(=O)N3)cc(OC)c1	0%	6%	9	3%	1%	-1%	-1%	-3%	7%	3%
N#CC1(NC(=O)COC(=O)c2ccccc2SCC(=O)N2CCCC2)CCCCC1	19%	nt	-5	8%	1%	-7%	nt	-1%	-1%	-6%
COC(=O)CNC(=O)C(Cc1c[nH]c2ccccc12)NC(=O)OC(C)(C)C (stereo not drawn)	-2%	-11%	15	-1%	-4%	10%	-1%	1%	-2%	19%
CCCCCCn1c(-c2ccco2)nc2oc3cc(OC)ccc3c(=O)c2c1=O	34%[activator]	28%	6	9%	21%	1%	-2%	-2%	-7%	13%
O=C(NC1CCCCCC1)c1c(O)nc2sccn2c1=O	nt	nt	-13	-4%	12%	nt	-2%	nt	-1%	12%
COc1ccccc1N1CCN(C(=S)NC(=O)/C=C/c2ccc(F)cc2)CC1	-8%	nt	3	-2%	6%	0%	1%	-10%	1%	-23%
CCOc1cccc(CN2CCCC(C(=O)c3cc(Cl)ccc3OC)C2)c1O (stereo not drawn)	-3%	?	1	-1%	-5%	0%	-7%	2%	8%	3%
CCOC(=O)N1CCC2(CC1)NCCc1c2[nH]c2ccccc12	28%	nt	21	-6%	-3%	-4%	-5%	-1%	4%	19%
CCCCSc1nc2c(=O)[nH][nH]c(=O)c2n1Cc1ccccc1	?	5%	-13	-6%[46.1 µM]	-4%	10%	-1%	-9%	nt	-10%
CC(C)Sc1ncnc2[nH]ncc12	nt	nt	nt	5%	nt	nt	-5%	2%	nt	42%
Cn1c(SCC(=O)NCc2ccco2)nnc1-c1c[nH]c2ccccc12	5%	-7%	20	7%	-2%	8%	2%	6%	6%	8%
CC(C)(C)NC(=O)C(OC(=O)c1cccs1)c1ccc(F)cc1 (stereo not drawn)	0%	-1%	-9	0%	-3%	2%	0%	6%	3%	-12%
Cc1cc(C(=O)NCc2cccnc2)cs1	0%	13%	-1	1%	-3%	3%	-6%	20%	-7%	10%
O=C(N/N=C\c1ccc[nH]1)C1COc2ccccc2O1 (stereo not drawn)	-10%	nt	-2	-6%	2%	0%	0%	7%	2%	0%
Cc1ccc2nc(/C(C#N)=C\c3ccc([N+](=O)[O-])o3)[nH]c2c1	62%[activator]	?	-27	3%	-22%	-9%	-2%	-17%	-10%	-61%[inhibitor]
CO/N=C/c1c(C(=O)OC)nn(-c2ccccc2)c1Cl	-2%	-1%	6	-3%	14%	3%	-10%	-2%	2%	-1%
CC(C)C(=O)Nc1sc2c(c1-c1nc3ccccc3[nH]1)CCCC2	9%	?	-5	1%	-2%	31%[activator]	1%	42%	1%	17%
CCc1nnc(NC(=O)C2Cc3ccccc3C(=O)O2)s1 (stereo not drawn)	5%	11%	-6	1%	2%	-7%	-5%	-1%	3%	15%
Cc1ccccc1OCC(=O)Nc1cc(S(=O)(=O)N2CCOCC2)ccc1N1CCCC1	nt	nt	1	-3%	5%	nt	-7%	-4%	-1%	-4%
CCNC(=O)CC1C(=O)N(c2ccc(OC)cc2)C(=O)N1Cc1ccc(OC)cc1 (stereo not drawn)	-18%	5%	2	-8%	0%	-5%	-7%	-4%	-6%	11%[7.66 µM]
CCOC(=O)c1cnc2ccc(OCC)cc2c1NCCN1CCOCC1	-6%	2%	-7	6%	2%	?	-3%	279%[activator]	-2%	0%
O=C(NCCCCC(NC(=O)c1ccc([N+](=O)[O-])cc1)C(=O)O)c1ccc([N+](=O)[O-])cc1 (stereo not drawn)	-2%	5%	-6	8%	-2%	?	0%	1%	3%	15%
O=C(NCc1cccs1)c1cc2c(s1)-c1ccccc1OC2	2%	6%	8	7%[46.1 µM]	?	13%	2%	nt	9%	-7%
COc1ccc(CNC(=O)C2CCC(=O)N(CCCN3CCCC3=O)C2)c(OC)c1 (stereo not drawn)	13%	nt	-5	3%	3%	0%	-1%	5%	3%	20%
C=CCSc1nnc(NC(=O)CCNC(=O)c2ccco2)s1	-2%	8%	-4	-5%	-4%	2%	-5%	-6%	8%	-4%
Cc1ccccc1NC(=O)CCS(=O)(=O)c1ccc(Br)cc1	10%	20%	3	0%	6%	-7%	0%	0%	3%	-10%
CCN(CC)N=Nc1ccc(S(=O)(=O)N2CCSC2C(=O)O)cc1 (stereo not drawn)	-9%	-3%	2	2%	-1%	3%	-4%	3%	5%	-8%
Cc1ccc(CNC(=O)C2CCN(c3nnc(N4CCCC4=O)s3)CC2)cc1	nt	6%	0	-1%	0%	2%	-8%	-8%	2%	17%
CC(C)Oc1cccc(C(=O)Nc2ccccc2N2CCOCC2)c1	4%	6%	-1	4%	7%	5%	-6%	-3%	-1%	11%
Cc1nc2ccccn2c1-c1ccnc(=S)[nH]1	-8%	nt	-1	5%	8%	nt	0%	12%	3%	-10%
COc1ccc(F)cc1C(=O)C1CCCN(C(=O)CCc2ccccn2)C1 (stereo not drawn)	2%	-5%	10	-3%	-5%	1%	-1%	7%	5%	0%
CC(C)c1ccc(N(C)C(=O)Cc2c(C(=O)O)n(C)c3ccccc23)cc1	-4%	21%	7	9%	3%	-4%	-6%	4%	5%	0%
O=C(c1ccccc1)C1Oc2ccccc2C2CC(c3cccs3)=NN12 (stereo not drawn)	13%	?	-5	-2%	20%	13%	-1%	-1%	4%[11.5 µM]	-47%[inhibitor]
CCC(=O)c1cc2c(cc1NC(=O)c1cccs1)OCCO2	16%	?	-6	6%	4%	1%	-4%	54%[activator]	7%	13%
COC(=O)c1ccc(OC)c(CSc2nnc(COc3ccc(Cl)cc3)o2)c1	-3%	-20%	-22	-6%	11%	-1%	-6%	-5%	12%	31%
Cc1ccc(S(=O)(=O)N2CCN(c3ncnc4sccc34)CC2)cc1C	nt	nt	-44	-19%	18%	nt	-1%	-2%	nt	-29%
C=CCn1c(P(C)(=O)O)nc2ccccc21	1%&-3%	2%&4%	10&-2	-1%	-3%&-3%	-21%&-5%	-3%&1%	-2%&5%	4%&0%	16%&25%
COC(=O)c1sc2cnccc2c1N	10%	6%	-3	-3%	-5%	?	-7%	nt	nt	22%
COC(=O)c1sc(NC(=O)COc2ccccc2OC)nc1C	4%	-12%	-5	3%	7%	-12%	-1%	0%	4%	19%
O=C(CCc1nnc(-c2ccc(-c3ccccc3)cc2)o1)N1CCCCC1	-12%	?	-29	1%	24%	0%	-1%	-3%	23%	-2%
COc1ccccc1N1CCN(C(=O)C2=CC=CN3CCS(=O)(=O)N=C23)CC1	nt	nt	50	-8%	3%	nt	-5%	0%	9%	-7%
COCCCNC(=O)COc1ccc(S(=O)(=O)NCc2ccccc2)cc1Cl	1%	0%	2	0%[46.1 µM]	-3%	1%[11.5 µM]	-1%	0%	0%	8%
Cc1ccc(-n2cccn2)c(CN2CCCC(CNC(=O)c3ccc(F)cc3)C2)c1 (stereo not drawn)	13%	-15%	-7	-19%	1%	-3%	-4%	2%	2%	29%
CCOC(=O)c1ccccc1NC(=O)CN1CCC(n2nnc3cc(C(F)(F)F)ccc32)CC1	7%	nt	-4	-2%	-5%	5%	1%	1%	1%	0%
CCOC(=O)c1nnn(-c2nc(N(C)C)nc(N(C)C)n2)c1C	78%[activator]	-12%	-5	-1%	0%	2%	-2%	-1%	5%	5%
COCCn1c(SCC(=O)N2CCCc3ccccc32)nc2c(c1=O)SC(C)C2 (stereo not drawn)	0%	-12%	4	-8%	7%	?	1%	-3%	0%	21%
Cc1cc(-c2ccccc2)nc2[nH]n(-c3ccccc3)c(=O)c12	9%	-5%	2	0%	6%	?	-4%	-2%	-3%	14%
Cc1cc(C(=O)NNC(=O)/C=C/c2ccc(F)cc2)c(C)o1	37%[activator]	nt	2	-7%	2%	3%	-1%	2%	-4%	9%
